Compound activity deposited in PubChem BioAssay by National Center for Advancing Translational Sciences (NCATS).
TDP1 cell CPT: growth inhibition of DT40 Tdp1-/-;hTDP1 cells with camptothecin (screen for TDP1 inhibitors) | chicken DT40 Tdp1-/-;hTDP1 cells + 20 nM CPT, ATP luminescence, 48 h | Potency, µM (top dose mostly 46.2 µM), without a hit: at the top dose activity change, negative = growth inhibition, hits mostly inhibitors | actives 12% (n = 420,000) | AID 686979; also: nearly all actives have a fitted effect of over 55% in size
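Chicken DT40 Tdp1-/- cells stably complemented with human TDP1 were seeded at 400 cells/well in medium containing 20 nM camptothecin, exposed to pin-transferred compounds, and grown at 37 °C for at least 48 hr. Viability was read as ATP luminescence.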
TDP1 cell noCPT: qHTS for Inhibitors of human tyrosyl-DNA phosphodiesterase 1 (TDP1): qHTS in cells in absence of CPT; DT40 Tdp1-/- hTDP1 cells, no CPT, ATP luminescence, 48 h; Potency, µM (series often up to 46.2 µM), for the others: at the top dose activity change, negative = growth inhibition, actives largely listed as inhibitors; actives 15% (n = 420,000); AID 686978, 2013; also: nearly all actives have a fitted effect of over 55% in size
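Growth kinetics read by CellTiter-Glo luminescence after ≥48 hr at 37 °C. Cells: DT40 Tdp1-/- stably carrying human TDP1, 400 per well, compound exposure in the absence of CPT (DMSO vehicle).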
TDP1 block: blocks human tyrosyl-DNA phosphodiesterase 1; recombinant TDP1, AlphaScreen DNA substrate cleavage; Potency, µM (highest dose often 130 µM), without a hit: at the top dose activity change, negative = inhibition, hits mostly inhibitors; AID 485290; actives 0.28% (n = 350,000); also: nearly all actives have a fitted effect of over 40% in size
Target sequence (Q9NUW8 whole entry, looked up): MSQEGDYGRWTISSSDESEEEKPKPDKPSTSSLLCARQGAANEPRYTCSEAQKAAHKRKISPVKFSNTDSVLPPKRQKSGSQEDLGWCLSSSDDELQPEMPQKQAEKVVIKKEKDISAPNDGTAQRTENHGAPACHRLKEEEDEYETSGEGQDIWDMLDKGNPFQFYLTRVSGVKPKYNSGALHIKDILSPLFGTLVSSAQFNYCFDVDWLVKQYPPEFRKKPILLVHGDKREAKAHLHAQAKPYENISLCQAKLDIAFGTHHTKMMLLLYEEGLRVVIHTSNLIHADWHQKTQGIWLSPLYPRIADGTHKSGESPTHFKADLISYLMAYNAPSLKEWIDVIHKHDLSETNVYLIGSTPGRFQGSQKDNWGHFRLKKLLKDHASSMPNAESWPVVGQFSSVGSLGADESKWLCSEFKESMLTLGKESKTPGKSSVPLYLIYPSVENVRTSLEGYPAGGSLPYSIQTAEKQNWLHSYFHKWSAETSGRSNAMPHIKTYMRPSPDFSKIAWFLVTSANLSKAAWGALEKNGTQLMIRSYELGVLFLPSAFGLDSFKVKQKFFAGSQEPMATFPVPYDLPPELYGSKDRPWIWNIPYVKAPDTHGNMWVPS
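Steps: enzyme plus compound, 15 min RT; add biotin/phosphotyrosine-FITC oligonucleotide (15 nM final), react 5 min; add donor/acceptor beads (10 ug/ml final), 10 min; read AlphaScreen. Tdp1 at 1 nM final.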
Starred values were filed as active, the others as inactive; ? = inconclusive; · = not tested or not shown; [ ] = another dose, or the depositor's remark. Calls follow the shape of the dose curve; as a rule, active = well fitted curve in the direction sought with a large enough effect; inconclusive = small, poorly fitted or top-dose-only effect, or another doubt; inactive = no such curve, though single readings can be large; an effect the other way counts as inactive or inconclusive. % is scaled to controls: 0 for no effect and ±100 for the full control effect; potency is read from the fitted curve at half-maximal effect.

The opening 2 compounds as a preview:
SMILES,TDP1 cell CPT,TDP1 cell noCPT,TDP1 block
O=c1c2[nH]c3ccccc3c2ncn1CCC1=CCCCC1,-3%,-8%,-1%
COc1ccc2c(CN3CCN(c4ccc(Cl)c(Cl)c4)CC3)cc(=O)oc2c1,21µM*,13µM*,·

This part in full, repeating the preview:
SMILES,TDP1 cell CPT,TDP1 cell noCPT,TDP1 block
O=c1c2[nH]c3ccccc3c2ncn1CCC1=CCCCC1,-3%,-8%,-1%
COc1ccc2c(CN3CCN(c4ccc(Cl)c(Cl)c4)CC3)cc(=O)oc2c1,21µM*,13µM*,·
CCN1C(=O)/C(=C/c2cn(-c3ccccc3)nc2-c2cccnc2)SC1=S,-8%,-34%,·
Cc1c(CC(=O)N2CCC(C(N)=O)CC2)c(=O)oc2cc3c(cc12)CCC1(CCCCC1)O3,?,?,·
COc1ccc(OCCCC(=O)Nc2ncn[nH]2)cc1,-1%,32%[activator],3%
CSCCC(c1nnnn1C1CCCC1)N1CCN(C/C=C/c2ccccc2)CC1 (stereo not given),?,?,·
Cc1ccc(S(=O)(=O)N2C[C@@H](C)[C@]3(C2)[C@H](O)[C@H](OC(=O)NCc2ccccc2)C[C@H]2C(=O)N(c4ccccc4)C(=O)[C@H]23)cc1,?,?,·
CN(Cc1ccccc1)C(=O)c1[nH]cnc1C(=O)NCCCCCNC(=O)OC(C)(C)C,?,18µM*,0%
CC1CCN(C(=O)c2[nH]cnc2C(=O)NCC(=O)OCc2ccccc2)CC1,2%,-2%,·
O=C(Nc1nc2ccc([N+](=O)[O-])cc2s1)c1c(F)cccc1F,-23%,-19%,0%
Cc1cccc(NC(=O)C(Cc2ccccc2)c2nn[nH]n2)c1C (stereo not given),6%,-1%,·
CS(=O)(=O)N1CCCCC1c1cc(C(=O)Nc2cccc3c2CCCC3)no1 (stereo not given),15µM*,9.2µM*,·
O=c1[nH][nH]c(C(F)(F)F)c1C=NCc1ccc(Cl)cc1,-22%,-24%,6%
CCOc1cc(C(=O)N/N=C\c2cn(CC)nc2C)cc(OCC)c1OCC,16%,-21%,3%
O=C(O)C[C@H](O)C[C@H](O)/C=C/c1c(C2CC2)nc2ccccc2c1-c1ccc(F)cc1,2.7µM*,1.9µM*,·
O=C(CN1CCC(NC(=O)C2CC2)CC1)Nc1ccccc1[N+](=O)[O-],-7%,-9%,·
COc1ccc(Oc2ccc(/C=C/C(=O)c3ccc(O)cc3)cc2[N+](=O)[O-])cc1,?,15µM*,11%
COc1cccc(CNc2nccs2)c1O,1%,-17%,·
O=C(CN1CCOCC1)Nc1scc(-c2ccccc2)c1C(=O)N1CCOCC1,16%,-10%,4%
CC(=O)Oc1ccc(C(=O)O)c(OC(C)=O)c1,2%,9%,7%
CCCCNC(=O)C(NC(=O)c1cccc2ccccc12)C(=O)c1ccccc1 (stereo not given),?,?,·
CC(=O)Nc1ccc(S(=O)(=O)N2CCN(CCCOc3cc(C)ccc3C)CC2)cc1,26µM*,18µM*,9%
Cc1ccc(Nc2c(-c3ccccn3)nc3cccc(C)n23)cc1,2.6µM*,2.1µM*,11%
COc1ccc(C(=O)N2CCc3cc4c(cc3C2C)OCCCO4)cc1 (stereo not given),21µM*,21µM*,·
Cc1c(N(C)S(=O)(=O)c2cc(C(=O)Nc3ccccn3)ccc2Cl)c(=O)n(-c2ccccc2)n1C,-23%,-14%,·

Single values from the results shown.
COc1ccc(OCCCC(=O)Nc2ncn[nH]2)cc1 in TDP1 cell noCPT is entered as 32%[activator]
O=c1c2[nH]c3ccccc3c2ncn1CCC1=CCCCC1 in TDP1 block is entered as -1%
CC(=O)Oc1ccc(C(=O)O)c(OC(C)=O)c1 in TDP1 cell noCPT is entered as 9%

(list continues)
SMILES,TDP1 cell CPT,TDP1 cell noCPT,TDP1 block
O=C(Nc1ccc(Nc2ccncc2)cc1)c1ccc(Nc2ccnc3ccc([N+](=O)[O-])cc23)cc1[N+](=O)[O-],-30%,-55%,·
CN1CCCC1CCO[C@@](C)(c1ccccc1)c1ccc(Cl)cc1 (stereo not given in full),?,15µM*,6%
CC1=C(C(=O)OC(C)C)C(c2cccc([N+](=O)[O-])c2)n2c(cc(=O)[nH]c2=S)N1 (stereo not given),-24%,-18%,-3%
C[C@@H]1CC[C@]2(C(=O)O[C@@H]3O[C@H](CO)[C@@H](O)[C@H](O)[C@H]3O)CC[C@]3(C)C(=CCC4[C@@]5(C)CC[C@H](O[C@@H]6OC[C@H](O)[C@H](O[C@@H]7O[C@H](CO)[C@@H](O)[C@H](O)[C@H]7O)[C@H]6O)C(C)(C)C5CC[C@]43C)C2[C@]1(C)O (stereo not given in full),-13%,5%,-13%
Cc1ccc(-n2nnnc2CNC(=O)C(=O)c2c[nH]c3ccccc23)cc1C,-20%,-22%,·
NC(=O)c1ccc(Nc2ccc3nonc3c2[N+](=O)[O-])cc1,0%,-1%,5%
Cc1cnc(CNc2nc3cc(-c4ccccc4C)sc3c(=O)n2C)cn1,?,?,·
Cc1cc(C)c(NC(=O)c2ccc3c(c2)C(=O)N(Cc2cccnc2)C3=O)c(C)c1,-7%,-27%,4%
Cn1c(=O)n(CC(N)=O)c(=O)c2c1nc(Br)n2Cc1ccccc1,1%,-21%,·
O=C(Nc1ccccc1Cl)c1cc[n+]([O-])cc1,-4%,?,6%
NC(=O)c1cc([N+](=O)[O-])cc2c1C=Cc1ccccc1O2,-13%,-19%,1%
Cc1cc(=O)[nH]c(Sc2c(-c3ccccc3)c3ccccc3[nH]c2=O)n1,-18%,-8%,-4%
Cc1ccc(S(=O)(=O)N2C[C@H]3[C@H]4C(=O)N(c5ccccc5)C(=O)[C@H]4C[C@H](OC(=O)NCC4CCCCC4)[C@@]3(O)C2)cc1,-3%,-8%,·
CCN(CC)c1nc2ccccc2nc1C(C#N)C(=O)NCCCOC (stereo not given),?,?,0%
CCOC(=O)c1cc(C#N)c(SCC(N)=O)[nH]c1=O,-5%,3%,-10%
Cc1cccc(NC(=O)COC(=O)C(NC(=O)c2cccc(S(=O)(=O)N3CCOCC3)c2)C(C)C)c1 (stereo not given),-12%,-5%,·
Cc1noc(C)c1-c1nccc(N(C)C)n1,2%,-2%,·
CC12CC3(C)CC(C)(C1)CC(NC(=O)N1CCCC1)(C2)C3,?,13µM*,4%
O=C(COC(=O)c1cc2c(s1)CCCCC2)NC1CCS(=O)(=O)C1 (stereo not given),-30%,-30%,0%
Cn1c(=O)[nH]c(=O)c2c1nc1n2CC(O)CN1c1ccccc1 (stereo not given),13%,8%,·
COC(=O)[C@]1(Cc2ccccc2)N[C@H](CN(C)C(=O)NC(C)C)[C@@H]2C(=O)N(C)C(=O)[C@@H]21,1%,-3%,0%
Cc1ccc(-c2nn(CCC(=O)NC(C)C)c(=O)c3ccccc23)cc1,2%,?,·
CC1(C)CC(=O)C=C(c2ccc3ncccc3c2)C1,?,?,1%
CCC(Cc1c(I)cc(I)c(O)c1I)C(=O)O (stereo not given),?,?,·
CS(=O)(=O)N(CC(=O)N1CCCC1)Cc1ccc(Cl)c(Cl)c1,-29%,?,·
CCCCCCCOC1(c2ccccc2)OC(=O)c2ccccc21 (stereo not given),-28%,?,-6%
Cc1cc(C)cc(NC(=O)Nc2ccc3ccccc3n2)c1,-28%,-20%,·
Cc1coc2cc3oc(=O)c(CCC(=O)NCCCn4ccnc4)c(C)c3cc12,?,?,·
COC(=O)c1c(NC(=O)c2ccc(OC)cc2OC)sc2c1CCCCC2,?,?,?
COc1cccc(CN2CC(C(=O)N(C)Cc3nc(C)cs3)CCC2=O)c1 (stereo not given),-5%,13%,·
O=c1cnc2cnc(OCc3ccccc3)nc2n1CCc1ccccc1,-16%,?,·
COC(=O)c1ccc2nc(-c3ccc(C)cc3)c(Cc3ccccc3OC)n2c1,?,?,·
O=C(c1cc([N+](=O)[O-])ccc1N1CCCC1)N1CCCC1,-7%,11%,5%
C=CC1=C2C=C(C3CC3)N(CCCN(CC)CC)C=C2C(=O)C(C)(OC(=O)c2ccco2)C1=O (stereo not given),-25%,0%,-3%[12.3 µM]
O=C(CC[C@H]1O[C@@H](n2ccc(=O)[nH]c2=O)[C@H](O)[C@@H]1O)N[C@H](Cc1ccccc1)C(=O)NCCCN1CCCC1=O,3%,7%,·
CC(CCc1ccccc1)NC(=O)CSc1n[nH]c(-c2ccccc2Cl)n1 (stereo not given),?,?,5%
Cc1cc(OCC(=O)Nc2ccc(F)c(F)c2)nc(C(C)C)n1,?,-12%,2%
COc1ccc(-n2ccnc2SCC(=O)Nc2nnc(C)s2)cc1,?,-7%,4%
Cc1nc2c(sc(=S)n2Cc2ccco2)c(=O)n1CC(=O)Nc1ccc(F)cc1,?,?,0%
CCNC(=O)c1c(NC(C)=O)sc2c1CCCC2,1%,8%,4%
O=C(C1CCCN(S(=O)(=O)c2cccs2)C1)N1CCC(N2CCCCC2)CC1 (stereo not given),0%,2%,4%
CCOc1ccc(-n2c(=O)c3sccc3n(Cc3ccc(C)cc3)c2=O)cc1,?,?,0%
CCN(c1ccc(NC(=O)COC(=O)/C=C/c2cccs2)cc1)C(C)C,-12%,-28%,10%
CCOc1ccc(CN(C)c2nc(-c3cccnc3)nc3ccccc23)cc1OC,13µM*,?,15%
O=S(=O)(NCC1CCCN(Cc2ccccc2O)C1)c1cccc2cccnc12 (stereo not given),4%,0%,3%
O=C1NNC(c2ccccc2)=N/C1=C\c1ccc(Cl)cc1,9%,?,9%
c1ccc2c(c1)ccn2-n1ccc2ccccc21,-54%,13µM*,·
COc1cc(CNc2ccc(N3CCN(C(C)=O)CC3)cc2)ccc1OCc1ccccc1,-24%,?,10%
Cc1cc(S(=O)(=O)N2CCc3ccccc3C2)ccc1F,-1%,11%,·
S=C(NCCc1ccccc1)N1CCC2CC1c1c(Cl)cccc12 (stereo not given),?,16µM*,·

Single records, from the list above. Screens in order: TDP1 cell CPT | TDP1 cell noCPT | TDP1 block
O=S(=O)(NCC1CCCN(Cc2ccccc2O)C1)c1cccc2cccnc12 (stereo not given) as listed: 4% | 0% | 3%
COC(=O)c1c(NC(=O)c2ccc(OC)cc2OC)sc2c1CCCCC2 as listed: ? | ? | ?

Carrying on.
SMILES,TDP1 cell CPT,TDP1 cell noCPT,TDP1 block
CCCNC(=O)C1(C)CCN(CCOc2ccc(Cl)cc2)C1 (stereo not given),-27%,-22%,·
CCOc1ccc2oc(C(=O)OCC(=O)NCC3CCCO3)c(C)c2c1 (stereo not given),-3%,?,-5%
O=C(Nc1sc2c(c1C(=O)NCC1CCCO1)CCCC2)c1cc(=O)c2ccccc2o1 (stereo not given),-6%,-3%,0%
CSc1nnc(-c2ccco2)n1-c1ccccc1,18µM*,?,0%
CC1(C)NC(=O)N(CCSc2ccc(Cl)cc2)C1=O,0%,5%,7%
NC1C(N)C(N)C1N (stereo not given),8%,-14%,·
COc1cccc(-c2c(C(=O)N/N=C/C3CC=CCC3)nnn2-c2nonc2N)c1 (stereo not given),-22%,0%,1%
CCOC(=O)n1c(=O)n(Cc2c(Cl)cccc2Cl)c2ccccc21,?,?,-4%
O=C(NCCOc1ccccc1)c1ccccc1[N+](=O)[O-],-4%,-3%,-7%
CC1CCCN(C(=O)c2cn(-c3ccccc3)nc2-c2cccnc2)C1 (stereo not given),-28%,?,0%
CC(C(=O)NCc1ccco1)n1cc([N+](=O)[O-])cn1 (stereo not given),44%[activator],34%[activator],5%
Cc1cccc(C)c1NC(=O)CNC(=O)C1CCCN(C(=O)c2ccc(Cl)cc2)C1 (stereo not given),-3%,0%,0%
NC(=O)c1ccsc1NC(=O)CCS(=O)(=O)c1ccccc1,?,?,3%
Cc1nc2ccn(Cc3ccco3)c(=O)c2cc1C(=O)NCc1ccc(Cl)cc1,?,?,5%
CCOC(=O)[C@H]1[C@H]2COc3cc(OC)ccc3[C@@H]2N2C(=O)c3cc(C)ccc3NC(=O)[C@@]12C,?,-24%,0%
CCOC(=O)C(=C1Nc2ccccc2N1)n1c(-c2cccnc2)nc2ccccc21,12µM*,?,·
Cc1ccc(C)c(N(C)S(=O)(=O)c2ccc3c(c2)oc(=O)n3C)c1,-24%,-19%,·
